# Assay outcomes deposited in PubChem BioAssay by The Scripps Research Institute Molecular Screening Center.
# M1 PAM parental = nonselective calcium activators in parental CHO-K1 cells, primary screen, counter-screen for M1 PAM project, cell-based, Fluo-8 calcium fluorescence, full deck, 1536-well. ATP EC20; 0% at ATP EC20, 100% at ATP max. activation, % at 3 µM. 360,000 compounds, 0.02% hits. AID 602247, 2012;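 active = activation above the run cutoff, the mean activation of all test compounds plus 3 SD, cut at about 40% in these data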;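 note: peak over basal fluorescence ratio in a 140 s read after ATP addition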
# M4 PAM = human M4 muscarinic receptor positive allosteric modulators, primary screen, CHO-K1 cells, Fluo-8 calcium fluorescence; Muscarinic acetylcholine receptor M4 (Homo sapiens), P08173; CHO-K1 hM4/Gqi5, ACh EC20; 0% = ACh EC20, 100% = maximal ACh; activation, % at 3 µM; 360,000 compounds, 0.4% hits;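 active = activation above its plate's cutoff, the mean activation of sample wells plus 3 SD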; note: some results filed as inactive read as strong as hits
# Target sequence (P08173 whole entry, looked up): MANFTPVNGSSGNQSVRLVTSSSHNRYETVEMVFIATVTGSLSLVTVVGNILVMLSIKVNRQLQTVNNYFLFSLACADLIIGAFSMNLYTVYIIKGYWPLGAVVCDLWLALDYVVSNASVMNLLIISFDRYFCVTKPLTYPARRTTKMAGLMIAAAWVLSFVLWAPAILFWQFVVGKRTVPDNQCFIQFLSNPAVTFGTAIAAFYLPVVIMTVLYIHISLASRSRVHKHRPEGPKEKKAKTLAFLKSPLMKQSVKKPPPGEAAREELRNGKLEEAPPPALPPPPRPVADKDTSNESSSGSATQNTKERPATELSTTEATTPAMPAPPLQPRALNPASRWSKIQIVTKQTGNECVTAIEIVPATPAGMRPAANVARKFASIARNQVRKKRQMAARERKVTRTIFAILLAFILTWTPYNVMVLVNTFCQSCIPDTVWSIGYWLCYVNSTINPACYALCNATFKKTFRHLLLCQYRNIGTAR
# M4 ag = human M4 muscarinic receptor agonists, primary screen, CHO-K1 cells, Fluo-8 calcium fluorescence; 360,000 compounds, 0.14% hits; AID 624127, 2012; activation, % at 3 µM; CHO-K1 hM4/Gqi5; vehicle 0%, full acetylcholine response 100%; Muscarinic acetylcholine receptor M4 (Homo sapiens), P08173;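 active = activation above the run mean over all test wells plus 3 SD, cut at about 32% in these data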;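 note: peak over basal fluorescence ratio per well then scaled between controls; 0% = DMSO wells and 100% = acetylcholine at EC100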
# CHO-K1 Ca ag = counter-screen for M1 agonists: effect in parental CHO-K1 cells; Fluo-8 calcium fluorescence; scaled to maximal ATP response, vehicle zero; activation, % at 3 µM; 360,000 compounds, 0.48% hits; in the data active = activation above about 15%;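 note: untransfected CHO-K1 host cells lacking M1 receptor as counterscreen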
# M4 antag = human M4 muscarinic receptor antagonists, primary screen, CHO cells, Fluo-8 calcium fluorescence | CHO-hM4 cells, ACh EC80 | inhibition, % at 3 µM | 360,000 compounds, 0.73% hits | AID 624125, 2012;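 active = inhibition above its plate's cutoff, the mean inhibition of sample wells plus 3 SD, cut at about 27% in these data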;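 note: 0% = acetylcholine EC80 with DMSO and 100% = DMSO without agonist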
# M5 ag = human M5 muscarinic receptor agonists, primary screen, CHO-K1 cells, Fluo-8 calcium fluorescence | CHO-K1 hM5 cells; 0% DMSO wells, 100% maximal acetylcholine response | activation, % at 3 µM | Muscarinic acetylcholine receptor M5 (Homo sapiens), P08912 | 360,000 compounds, 0.19% hits | AID 624037, 2012;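 active = activation above the run's mean over test compounds plus 3 SD, cut at about 23% in these data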;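 note: signal is peak over basal fluorescence ratio across the kinetic read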
# Target sequence (P08912 whole entry, looked up): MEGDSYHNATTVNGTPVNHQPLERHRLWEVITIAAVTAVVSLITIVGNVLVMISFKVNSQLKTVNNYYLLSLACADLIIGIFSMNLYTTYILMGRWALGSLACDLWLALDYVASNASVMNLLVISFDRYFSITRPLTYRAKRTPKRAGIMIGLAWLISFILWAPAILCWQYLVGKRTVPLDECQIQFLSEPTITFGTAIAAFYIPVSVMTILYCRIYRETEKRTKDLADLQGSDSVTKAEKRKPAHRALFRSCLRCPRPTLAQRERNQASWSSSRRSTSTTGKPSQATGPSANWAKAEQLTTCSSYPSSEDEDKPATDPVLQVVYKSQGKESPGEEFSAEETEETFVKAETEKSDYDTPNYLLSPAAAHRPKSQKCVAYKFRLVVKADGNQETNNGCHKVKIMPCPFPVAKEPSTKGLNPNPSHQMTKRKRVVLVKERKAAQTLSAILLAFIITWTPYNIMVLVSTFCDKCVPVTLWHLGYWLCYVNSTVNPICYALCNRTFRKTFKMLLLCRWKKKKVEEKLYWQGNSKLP
# M5 PAM = human M5 muscarinic receptor positive allosteric modulators, primary screen, CHO-K1 cells, Fluo-8 calcium fluorescence. 360,000 compounds, 0.3% hits. Muscarinic acetylcholine receptor M5 (Homo sapiens), P08912. activation, % at 3 µM. AID 624038, 2012. CHO-K1 hM5, ACh EC20 PAM; 0% = ACh EC20, 100% = ACh EC100;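 active = activation above the run cutoff, the mean activation of all test compounds plus 3 SD, cut at about 18% in these data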
#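 System – CHO-K1 hM5 cells · Compound – 3 µM, single dose · Incubation – compound preincubation 140 s before EC20 acetylcholine addition · Technique – Fluo-8 calcium fluorescence · Measure – Max/basal fluorescence ratio as % of EC20–EC100 ACh window · Benchmarks – low control EC20 acetylcholine (0%), high control EC100 acetylcholine (100%) · Replication – singlicate, one well per test compound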
# CHO-K1 Ca antag = counter-screen for M1 antagonists: effect in parental CHO-K1 cells; ATP-induced calcium, Fluo-8 fluorescence; inhibition, % at 3 µM; 360,000 compounds, 0.6% hits; AID 602250;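 active = inhibition above a per-plate cutoff, the plate's mean sample inhibition plus 3 SD, cut at about 24% in these data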;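 note: 0% = DMSO plus EC80 ATP and 100% = DMSO alone without ATP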
# M5 antag = human M5 muscarinic receptor antagonists, primary screen, CHO cells, Fluo-8 calcium fluorescence; 360,000 compounds, 0.59% hits; inhibition, % at 3 µM; CHO-hM5 cells, ACh EC80;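 active = inhibition above a per-plate cutoff, the mean of that plate's test compounds plus 3 SD, cut at about 27% in these data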;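 note: 0% = acetylcholine EC80 with DMSO and 100% = DMSO without agonist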
# An asterisk follows results filed as active.
(1) CCCCC(=O)N(CCOC)c1nnc(-c2ccc(OC)cc2)s1
(2) Cc1cc(C)n2nc(SCc3ccccc3C(=O)O)nc2n1
(3) COCCCN1CC(=O)N2C(c3cccc(OC)c3)c3[nH]c4ccccc4c3C[C@H]2C1=O (stereo partly specified)
(4) C[C@H]1CN([C@@H](C)CO)C(=O)c2cccc(NC(=O)C3CC3)c2O[C@H]1CN(C)CC1CCCCC1
(5) CCOc1ccc(OCC)c(NC(=O)CSCC(=O)O)c1
(6) O=P(c1ccccc1)(c1ccccc1)C(c1ccccn1)P(=O)(c1ccccc1)c1ccccc1
(7) COC(=O)c1cnn2c(C(F)(F)F)cc(-c3ccccc3)nc12
(8) CCN(CC)CCNC(=O)c1nn(-c2ccc(Cl)cc2)c2c1CCc1cc(OC)ccc1-2

Assay by compound,1,2,3,4,5,6,7,8
M1 PAM parental,20,-2,2,1,1,-21,15,34
M4 PAM,9,-3,-3,13,-1,-7,2,-4
M4 ag,1,13,5,1,1,0,1,6
CHO-K1 Ca ag,1.0,5.8,2.5,0.4,0.0,-0.2,0.3,7.9
M4 antag,4,3,-2,11,8,10,-13,-29
M5 ag,-2,1,0,0,-4,0,-1,-7
M5 PAM,7,-13,-1,-4,1,1,-5,2
CHO-K1 Ca antag,-8,-5,-9,-11,1,11,-24,-18
M5 antag,-4,18,-1,4,-3,4,-3,-3

(9) Cc1onc(-c2ccccc2)c1C(=O)N1CCCN(C(=O)c2c(-c3ccccc3)noc2C)CC1
(10) CCN(CC)C(=O)c1ncn(Cc2ccccc2)c1C(=O)N(CC)CC
(11) O=C(CS(=O)(=O)Cc1ccccc1)N1CCc2ccccc21
(12) O=C(C(=O)N1CCc2ccccc2C1)c1cn(CC(=O)N2CCOCC2)c2ccccc12
(13) CCO/N=C(/C)c1c(O)cc(C(C)(C)C)n(-c2ccccc2)c1=O
(14) CC(=O)c1cccc(CN2CCC(C(=O)Nc3ccc(-c4cccc(C)c4)cc3)CC2)c1
(15) CN(Cc1ccccc1)C(=O)c1ccc(NC(=O)Cc2ccc(NC(=O)C3CCCN(C(=O)CCc4ccccc4)C3)cc2)cc1 (stereo unspecified)
(16) CCc1ccccc1OCC(=O)NCC1COc2ccccc2O1 (stereo unspecified)

Assay by compound,9,10,11,12,13,14,15,16
M1 PAM parental,24,-19,22,15,11,7,13,10
M4 PAM,2,2,7,-2,5,-9,2,-2
M4 ag,1,0,1,1,0,11,2,3
CHO-K1 Ca ag,0.2,-0.3,0.4,1.2,-0.2,2.9,1.8,0.0
M4 antag,3,0,1,-10,-4,9,-3,9
M5 ag,1,4,-2,-2,-3,3,1,-6
M5 PAM,1,0,2,-4,4,-2,-5,0
CHO-K1 Ca antag,-3,4,-19,-6,2,11,-7,-8
M5 antag,-2,6,-6,-2,0,7,9,16

# Continued, starting with the last 3 of the part before.
(14) CC(=O)c1cccc(CN2CCC(C(=O)Nc3ccc(-c4cccc(C)c4)cc3)CC2)c1
(15) CN(Cc1ccccc1)C(=O)c1ccc(NC(=O)Cc2ccc(NC(=O)C3CCCN(C(=O)CCc4ccccc4)C3)cc2)cc1 (stereo unspecified)
(16) CCc1ccccc1OCC(=O)NCC1COc2ccccc2O1 (stereo unspecified)
(17) COCC(=O)N(Cc1cc2cc(C)ccc2[nH]c1=O)c1ccc(C)c(C)c1
(18) CN1CC(c2ccccc2)C2(SC(=S)N(Cc3ccco3)C2=O)C12C(=O)Nc1ccccc12 (stereo unspecified)
(19) CCCOC(=O)c1[nH]c2c(c1C)C(=O)CC(c1ccc(OC)c(OC)c1)C2 (stereo unspecified)
(20) Cc1cc(C)cc(N(CC(=O)NC2CCCC2)C(=O)CCC(=O)Nc2nc(C)cs2)c1
(21) O=C(/C=C/c1cccnc1)c1ccc(F)c(F)c1
(22) Cc1cc(Cl)ccc1OCCCC(=O)OCC(=O)c1c(N)n(C)c(=O)n(C)c1=O
(23) CSc1ccccc1-c1nnc(-c2ccc(C)cc2)o1
(24) CCCNC(=O)Cn1c(-c2ccc(F)cc2)cc(C(=O)OCC)c1C

Assay by compound,14,15,16,17,18,19,20,21,22,23,24
M1 PAM parental,7,13,10,3,15,2,20,4,1,27,3
M4 PAM,-9,2,-2,2,5,1,5,7,9,0,-5
M4 ag,11,2,3,1,-1,1,2,5,0,1,1
CHO-K1 Ca ag,2.9,1.8,0.0,0.0,0.0,1.2,3.1,1.5,0.2,0.4,0.1
M4 antag,9,-3,9,-8,0,8,3,-9,-1,-1,-6
M5 ag,3,1,-6,1,-11,0,0,2,-7,-7,1
M5 PAM,-2,-5,0,-3,-13,2,-2,15,4,-3,3
CHO-K1 Ca antag,11,-7,-8,0,-10,1,3,-6,-3,-24,-4
M5 antag,7,9,16,9,-9,-9,4,-4,-4,8,-5

(25) O=C(Nc1ccc(S(=O)(=O)N2CCOCC2)cc1)C1CCN(S(=O)(=O)c2ccccc2)CC1
(26) CC(C)(C)n1nc2c(c1NC(=O)c1cc(Cl)ccc1[N+](=O)[O-])CS(=O)(=O)C2
(27) CC(=O)NC(=S)Nc1cccc([N+](=O)[O-])c1
(28) C[C@@H](c1ccccc1)N1C[C@@H](COCc2ccccc2)Oc2cc(N3CCC[C@H]3C(N)=O)ccc2S1(=O)=O
(29) Cc1ccc(OCC(=O)N/N=C/C=C/c2ccco2)cc1
(30) CCCn1c(NC(=O)CCS(=O)(=O)c2ccc(C)cc2)nc2ccccc21
(31) Cc1ccc(C(=O)NCC(c2ccc(F)cc2)N2CCOCC2)cc1 (stereo unspecified)
(32) Cc1ccc(C(=O)c2sc3nsc(C)c3c2N)cc1

Assay by compound,25,26,27,28,29,30,31,32
M1 PAM parental,-24,4,4,1,4,-5,22,-1
M4 PAM,-7,-3,7,4,4,-2,8,19
M4 ag,2,9,1,4,1,3,0,3
CHO-K1 Ca ag,0.8,4.0,0.2,-0.2,0.1,0.3,1.1,0.2
M4 antag,1,-4,-1,-17,10,2,-3,5
M5 ag,3,0,0,2,-2,-1,2,-2
M5 PAM,-9,-6,11,-6,-5,2,-5,-1
CHO-K1 Ca antag,0,-9,-7,-8,-1,-5,-14,-1
M5 antag,9,12,-4,-3,7,6,14,12

# One compound at a time, from the list above.
# Record of CCCn1c(NC(=O)CCS(=O)(=O)c2ccc(C)cc2)nc2ccccc21 = M1 PAM parental: -5; M4 PAM: -2; M4 ag: 3; CHO-K1 Ca ag: 0.3; M4 antag: 2; M5 ag: -1; M5 PAM: 2; CHO-K1 Ca antag: -5; M5 antag: 6
# Record of O=C(Nc1ccc(S(=O)(=O)N2CCOCC2)cc1)C1CCN(S(=O)(=O)c2ccccc2)CC1 = M1 PAM parental: -24; M4 PAM: -7; M4 ag: 2; CHO-K1 Ca ag: 0.8; M4 antag: 1; M5 ag: 3; M5 PAM: -9; CHO-K1 Ca antag: 0; M5 antag: 9

# Continued.
(33) COc1cc2c(cc1OC)CN(C(=S)Nc1c(C)cccc1C)CC2
(34) CCOC(=O)C1CCCN(C(=O)c2cc3nc(-c4cccc(OC)c4)cc(C(F)(F)F)n3n2)C1 (stereo unspecified)
(35) CCN(CCO)c1ccc(Nc2cc(-c3ccc(-c4ccccc4)cc3)ncn2)cc1
(36) NS(=O)(=O)c1ccc(CCNC(=O)CCCn2ncn3c(cc4occc43)c2=O)cc1
(37) CC(SC#N)C(=O)C12CC3CC(CC(C3)C1)C2 (stereo unspecified)
(38) CNC(=O)Nc1ccccc1C(=O)NCc1ccccc1
(39) CCCCC(=O)NC(c1ccco1)c1c(O)ccc2ccccc12 (stereo unspecified)
(40) O=C1C(C=NCc2cccnc2)=C(O)c2ccccc21

Assay by compound,33,34,35,36,37,38,39,40
M1 PAM parental,-1,10,21,2,12,8,11,15
M4 PAM,-7,-4,-4,3,-8,10,1,12
M4 ag,0,4,7,1,-1,-3,-2,1
CHO-K1 Ca ag,-0.3,2.0,2.0,0.7,-0.6,0.4,1.1,0.3
M4 antag,1,10,6,-1,4,87*,5,0
M5 ag,-1,4,2,-4,-7,-2,-5,-1
M5 PAM,-5,-2,-2,-2,-4,1,-7,6
CHO-K1 Ca antag,1,-14,-10,-15,3,-5,-6,-5
M5 antag,6,5,2,4,6,-3,0,2

(41) N#Cc1cc2cc(Cl)ccc2[nH]c1=O
(42) C=C(C)C(=O)Nc1cccc(C2=NOC3(C2)C[C@@H](C(N)=O)N(C(=O)[C@H]2CCC(=O)N2)C3)c1 (stereo partly specified)
(43) Cc1cc(C)c2cc(CN(CCO)C(=O)Nc3ccc(F)cc3)c(=O)[nH]c2c1
(44) c1ccc2c(c1)CCN(c1nc(CN3CCOCC3)nc3sc4c(c13)CCCC4)C2
(45) COc1ccc(CCNC(=O)c2cnn3c(C(F)F)cc(C)nc23)cc1OC
(46) COc1ccc2[nH]c(=O)c(C(c3nnnn3CC3CCCO3)N3CCc4ccccc4C3)cc2c1 (stereo unspecified)
(47) Cc1ccc(C)c(CN2CCN(c3ncccn3)CC2)c1
(48) Cn1cc(Br)c(C(=O)NN2C(=O)C3C4C=CC(C5CC45)C3C2=O)n1 (stereo unspecified)

Assay by compound,41,42,43,44,45,46,47,48
M1 PAM parental,-5,-2,-7,15,-1,9,0,-12
M4 PAM,3,4,6,-5,-5,7,-1,0
M4 ag,0,2,-1,3,4,1,-1,1
CHO-K1 Ca ag,0.2,-0.5,-0.4,1.5,0.7,0.1,-0.4,-0.3
M4 antag,5,6,9,6,-1,6,2,9
M5 ag,2,1,2,-1,0,1,-4,0
M5 PAM,2,-7,2,1,-14,5,-1,3
CHO-K1 Ca antag,10,9,26*,-6,-15,3,-3,-3
M5 antag,7,7,-10,6,8,-4,12,3

(49) COc1ccc(NC(=O)Cn2cc(C(=O)C3CC3)c3ccccc32)cc1
(50) NC(=O)C(c1ccc(F)cc1)c1ccc(C(=O)c2ccccc2)cc1 (stereo unspecified)
(51) N#Cc1cccc(NC(=O)Cn2cnc(S(=O)(=O)N3CCCCC3)c2)c1
(52) CSc1nc2ccc(S(=O)(=O)N(C)C)cc2s1
(53) CCCCNCCOc1ccccc1-c1ccccc1
(54) Cc1cc(C)c2[nH]c(=O)c(C(c3nnnn3Cc3ccc4c(c3)OCO4)N3CCCC3)cc2c1 (stereo unspecified)
(55) O=C(Nc1cccc(Cl)c1)c1ccc(OC(=S)N2CCOCC2)cc1

Assay by compound,49,50,51,52,53,54,55
M1 PAM parental,2,10,-3,15,10,-1,13
M4 PAM,4,-7,6,-2,-2,3,-6
M4 ag,1,9,0,0,6,0,9
CHO-K1 Ca ag,0.2,8.6,0.1,0.1,3.7,-0.4,7.8
M4 antag,-15,2,-2,12,12,-5,-2
M5 ag,0,7,-1,-2,1,0,2
M5 PAM,-3,-5,5,-2,-2,1,-3
CHO-K1 Ca antag,4,9,1,-6,-3,-5,5
M5 antag,5,-1,-2,2,0,2,2
